DRD3 agonist = activates the human D3 dopamine receptor | P35462 | D3R DiscoveRx beta-arrestin cells, luminescence, 90 min | max activation, % | 410,000 compounds, 0.58% hits; in the data active = max activation above about 30%; note: 0% is about no effect; mostly tested at two doses, the higher about 12 µM
Target sequence (P35462 whole entry, looked up): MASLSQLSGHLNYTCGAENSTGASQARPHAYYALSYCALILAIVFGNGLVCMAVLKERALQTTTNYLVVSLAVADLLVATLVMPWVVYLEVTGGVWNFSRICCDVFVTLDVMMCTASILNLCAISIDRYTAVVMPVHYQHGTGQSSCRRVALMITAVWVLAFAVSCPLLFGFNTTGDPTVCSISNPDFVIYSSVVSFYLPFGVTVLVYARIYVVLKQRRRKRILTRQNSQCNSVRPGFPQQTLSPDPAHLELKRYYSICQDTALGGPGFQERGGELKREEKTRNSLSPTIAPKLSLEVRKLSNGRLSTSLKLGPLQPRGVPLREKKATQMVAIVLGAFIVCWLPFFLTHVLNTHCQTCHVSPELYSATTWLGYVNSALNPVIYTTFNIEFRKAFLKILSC
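Agonist mode: compounds and dopamine controls were applied to plated cells for 90 min at 37 degrees C after an overnight attachment at 1500 cells/well. Luminescent read-out followed 30 - 60 minutes at room temperature with DiscoveRx detection reagent.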
CCT modulator = cytosolic chaperonin activity modulation | purified chaperonin ATPase assay, HTRF ADP detection, 30 min | activity change, % (test concentration not listed), hits read low | 360,000 compounds, 0.3% hits | AID 651819; in the data active = activity change below about -30%; note: % is set by controls: 0 for no effect and ±100 for the full control effect
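TRiC (40 or 20 nM final, by batch activity) in 30 mM Tris pH 7.4, 100 mM KCl, 5 mM MgCl2, 1 mM DTT was treated with compound at 76 uM single dose, then 10 uM ATP, 30 min at 37 °C. ADP was read by HTRF Transcreener.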
EPAC2 ag = EPAC2 (human) agonism. Q8WZA2. EPAC2 activation, biochemical qHTS; response scale: 100% = 6.5 mM cAMP response. Potency, µM (highest dose often 154 µM), without a hit: top-dose activation, actives largely listed as activators. 360,000 compounds, 0.079% hits. AID 720711; note: potency is the fitted concentration of half-maximal effect; nearly all actives have a fitted effect of over 50% in size
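Fluorescence exchange assay: 100 nM EPAC2 with 250 nM RAP1B-BODIPY-GDP and 50 uM GDP; compounds tested as a concentration-titration series (qHTS). Loss of Rap1-bound BODIPY-GDP fluorescence read at 480/540 nm; data normalized to 6.5 mM cAMP.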
DRD3 antagonist = blocks the human D3 dopamine receptor; P35462; max response, negative = inhibition, %; D3R cells, DiscoveRx beta-arrestin luminescence, antagonist mode; hits give low values; 360,000 compounds, 2.5% hits; in the data active = max response below about -50%; inconclusive = no clear call, values can overlap the other calls; note: % is set by controls: 0 for no effect and ±100 for the full control effect; mostly tested at two doses, the higher about 12 µM
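Cells plated overnight at 1500 cells/well, then exposed to library compounds with dopamine controls for 90 minutes at 37 degrees C. DiscoveRx reagent added for 30–60 minutes at room temperature; luminescence read, quantitative HTS format.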
Akt phos inh = inhibitors of Akt phosphorylation | Neuro2A IGF-stimulated pAkt S473 HTRF, 20 min; hits give low values | activity change, % for hits at 50 µM | 360,000 compounds, 0.32% hits; in the data active = activity change below about -80%; inconclusive = mostly about -51% to -80%; note: % is set by controls: 0 for no effect and ±100 for the full control effect
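Neuro2A cells in DMEM with 0.5% FBS, overnight at 37 deg C, given compound at single 50 µM final, then IGF (6 nM final) for 20 min at 37 deg C. Lysed; phospho-Akt Ser473 by HTRF after 24 h, 665/615 ratio.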
EPAC2 antagonist = blocks human EPAC2 exchange factor; EPAC2 GEF exchange of Rap1B-BODIPY-GDP, fluorescence; 360,000 compounds, 0.18% hits; Q8WZA2; AID 720708; Potency, µM (series often up to 114 µM), for inactives: at the highest dose activity, negative = inhibition, usual class: inhibitors; note: potency is the fitted concentration of half-maximal effect; % is set by controls: 0 for no effect and ±100 for the full control effect; nearly all actives have a fitted effect of over 45% in size; many of its hits are not listed in these tables
PTHR1 agonist = agonists of human PTHR1 parathyroid hormone receptor; HEK293 GP2 PTHR1 cells, GloSensor cAMP luminescence, 1 h; Potency, µM (top dose mostly 115 µM), for the others: at the top dose activation, usual class: activators; 410,000 compounds, 0.075% hits; note: potency is the fitted concentration of half-maximal effect; nearly all actives have a fitted effect of over 55% in size; some results filed as inactive show a strong effect at the top dose; inactives centre near -15; many of its hits are not listed in these tables
Target sequence (Q03431 whole entry, looked up): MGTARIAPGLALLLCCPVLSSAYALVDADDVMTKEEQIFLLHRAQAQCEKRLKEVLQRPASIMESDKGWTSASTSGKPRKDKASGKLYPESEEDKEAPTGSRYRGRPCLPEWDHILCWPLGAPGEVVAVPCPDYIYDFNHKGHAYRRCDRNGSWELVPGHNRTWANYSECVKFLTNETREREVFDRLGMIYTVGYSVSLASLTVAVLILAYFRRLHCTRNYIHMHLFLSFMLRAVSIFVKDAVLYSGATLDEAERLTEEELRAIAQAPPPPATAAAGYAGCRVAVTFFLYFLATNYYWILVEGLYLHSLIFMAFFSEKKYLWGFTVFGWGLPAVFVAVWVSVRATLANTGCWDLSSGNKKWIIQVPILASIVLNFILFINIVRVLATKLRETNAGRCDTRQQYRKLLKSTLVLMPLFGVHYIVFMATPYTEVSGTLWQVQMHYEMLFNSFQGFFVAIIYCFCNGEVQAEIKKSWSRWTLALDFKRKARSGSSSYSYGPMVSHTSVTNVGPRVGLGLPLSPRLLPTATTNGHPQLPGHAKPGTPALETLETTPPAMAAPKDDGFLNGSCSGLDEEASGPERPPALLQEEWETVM
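HEK-293-derived GP2 cells expressing PTHR1 and a GloSensor cAMP reporter, 3,000/well, plated overnight, given luciferin plus IBMX (each 0.5 mM as added) for 1 h at 37 °C, then compound for 1 h at 37 °C. Luminescence was read after 15 min at room temperature.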
MmCpn inh = M. maripaludis TRiC chaperonin inhibition. purified Mm-Cpn ATPase, ADP Transcreener TR-FRET. Potency, µM (titrated, usually from 76.9 µM), for the others: at the highest dose activity, negative = inhibition, hits mostly inhibitors. 330,000 compounds, 0.031% hits. AID 504842; note: potency is the fitted concentration of half-maximal effect; % is set by controls: 0 for no effect and ±100 for the full control effect; nearly all actives have a fitted effect of over 80% in size
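ATPase read-out: TR-FRET ADP immunoassay (anti-ADP Eu cryptate vs ADP-d2), ex 320 nm, em 590/665 nm; signal drops as ADP forms. Enzyme 25 nM, ATP 10 uM, 30 min at 37°C after 10 min compound preincubation.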
An asterisk follows results filed as active; i = inactive; ? = inconclusive; nt = not tested or not shown; & = joins results of further samples; [ ] = another dose, or the depositor's remark. Unless noted, calls come from the whole dose curve; as a rule, active = well fitted curve in the direction sought with a large enough effect; inconclusive = small, poorly fitted or top-dose-only effect, or another doubt; inactive = no such curve, though single readings can be large; an effect the other way counts as inactive or inconclusive. These rows are one share of the data; count on the stated rates, not on these rows.

Compound	DRD3 agonist	CCT modulator	EPAC2 ag	DRD3 antagonist	Akt phos inh	EPAC2 antagonist	PTHR1 agonist	MmCpn inh
Cc1cc(C)c(NC(=O)C(C)(C)C)c(Cl)c1	-6	0.9	-7%	-3	i	-6%[57.1 µM]	-7%[57.5 µM]	-1%
CCOC(=O)c1cc2c(ccn2C)n1CC(=O)N1C(C)CCCC1C (configuration not stated)	5	0.0	16%	-2	i	5%	3%	0%
O=C(COC(=O)[C@H](Cc1ccccc1)NC(=O)c1ccco1)NCc1ccccc1	1	3.3	3%	-1	nt	-3%	i	0%
O=C(Cn1ccc2ccccc2c1=O)NCCC(=O)N1CCN(C2CCCCC2)CC1	-5	1.0	13%	0	i	17%	-26%	0%
COc1cccc(NC(=O)C2CCCN(S(=O)(=O)c3cccc4cccnc34)C2)c1 (configuration not stated)	0	-14	10%	15	i	-11%	-21%	2%
S=c1[nH]nc(-c2ccncc2)n1Cc1ccco1	-3	1.1	4%	7	i	2%	-24%[57.5 µM]	2%
COc1ccc(N2C(=O)CC(NNc3ncc(Cl)cc3Cl)C2=O)cc1 (configuration not stated)	0	0.5	-4%	-6	i	-9%	i	0%
COCCOC(=O)N/C=C\c1nc2ccccc2c(=O)[nH]1	-3	-0.4	-2%	4	i	-24%	i	-2%
S=C(Nc1ccccc1)N1CCn2c(nc3ccccc32)C1	2	-1.3	7%	8	i	2%	-7%	-1%
CN(C)S(=O)(=O)c1cccc(NC(=O)c2ccc(-n3cncn3)c([N+](=O)[O-])c2)c1	-7	-0.9	1%	3	i	5%	-26%	3%
Cc1ccc(NC(=O)CSc2nnc(Cc3ccccc3)o2)cc1	2	0.7	-4%	12	i	0%	-4%	4%
CC1(C(=O)NS(=O)(=O)c2ccc(Cl)cc2)CCN1C(=O)c1cccc(F)c1 (configuration not stated)	-4	0.4	8%	-27	i	12%	-3%	nt
O=C(c1ccccc1F)N1CCCC(C(=O)N2CCN(c3ccccc3)CC2)C1 (configuration not stated)	2	-1.0	?	1	i	-4%	i	0%
S=C(NCC1CCCO1)Nc1ccc(Cl)cc1Cl (configuration not stated)	-3	-3.3	-2%	1	i	-10%	i	1%
Cc1cc([N+](=O)[O-])nn1CC(=O)Nc1nccs1	9	-0.5	-3%	-7	i	11%	i	0%
CCCC1=NN(c2ccc([N+](=O)[O-])cc2)C(=O)/C1=C\N(C)C	-3	-0.5	-8%	-7	i	5%	-33%	0%
CC(=O)NCCC(=O)Nc1cc(S(=O)(=O)Nc2ccc(Cl)cc2)ccc1N1CCCC1	5	0.1	17%	34	i	-9%	i	-3%
COc1ccc2oc(C(=O)OCC(=O)/C(C#N)=C(\C)N)c(C)c2c1	-12	-17	4%	-16	i	7%	-4%	2%
CC1(C(=O)NS(=O)(=O)C2CC2)CCCN(C(=O)c2c(F)cccc2F)C1 (configuration not stated)	4	-0.3	4%	14	i	6%	i	nt
C#CCCOC(=O)Nc1ccccc1	2	0.6	-1%	23	i	-10%	-19%	-4%
CC(C)NC(=O)C1CCN(C2CCN(Cc3cn[nH]c3-c3ccccc3)CC2)CC1	-3	-0.1	10%	14	i	-4%	i	0%
CCOC(=O)/C=C1/SCC(=O)N1CC(=O)Nc1ccc2c(c1)CCC2	3	1.6	-13%	11	i	-7%	-1%	nt
Cn1cc(/C=N/NC(=O)c2cccc([N+](=O)[O-])c2)c2ccccc21	-8	-0.9	9%	-12	i	3%	9%	-1%
O=C(NC1CCCCNC1=O)c1ccc(Cl)cc1 (configuration not stated)	9	1.4	7%	-5	i	-1%	-6%	-5%
COC(=O)c1cc(-c2ccc(Br)cc2)c2c(=O)n(C)c(=O)n(C)c2n1	-7	-2.4	-10%	-7	i	-4%	i	0%
CCn1nnnc1SCC(=O)N1CCOCC1	2	0.6	-3%	-3	i	8%	-22%	0%
CC(C)CC(=O)NC(NC(=S)Nc1cccc2cccnc12)C(Cl)(Cl)Cl (configuration not stated)	-21	-0.1	4%	0	i	-2%	i	1%
Clc1ccc2nc(CN3CCCc4ccccc43)cn2c1	9	-2.2	23%	-15	i	-1%	-35%[inhibitor]	-9%
O=c1cc(-c2ccccc2)[nH]c2cc(Cl)ccc12	-11	-2.3	5%	0	i	8%	14%	-5%
CCn1nc(C)cc1C(=O)N1CCCC(Nc2ccc(F)c(F)c2)C1 (configuration not stated)	3	-3.9	-3%	19	i	4%	i	0%
CCOc1cc(/C=N/NC(=O)c2cccnc2)ccc1OCC(=O)N(C)C	1	-0.2	5%	-4	i	1%	-10%	3%
COC(=O)c1[nH]c2cc(OC)ccc2c1NC(=O)CCN1CCN(Cc2ccc3c(c2)OCO3)CC1	-9	-4.3	7%	-81*	i	-6%	-13%[57.5 µM]	0%
Cc1ccc2c(c1C)NC(=O)C21N2CCCC2C(C(=O)c2ccc3ccccc3c2)C12C(=O)Nc1ccccc12 (configuration not stated)	-19	3.7	-5%	-6	i	-2%	-3%	-1%
CCOC(=O)CON1C(=O)C(C)(C)N(OCC(=O)OCC)C(=O)C1(C)C	-9	-0.2	8%	-15	i	10%	0%	2%
COc1ccc(CCNC(=O)Nc2ccc([N+](=O)[O-])cc2)cc1OC	-3	-3.7	4%	-17	i	-3%	-34%[inhibitor]	3%
Cc1cc(C)c2[nH]c(=O)c(CN(Cc3ccco3)C(=S)NCC3CCCO3)cc2c1 (configuration not stated)	6	-1.0	8%	6	i	1%	-9%	0%
CC(C)(C)OC(=O)N1CC(O)CC1C(=O)OCC(=O)c1ccccc1 (configuration not stated)	2	-2.3	-7%	9	i	-21%	i	2%
CC(=O)Nc1ccc(NC(=O)C2Cc3c(-c4cccc(C(C)=O)c4)ccnc3O2)cc1 (configuration not stated)	-10	0.4	5%	0	i	2%	i	nt
O=C1C(=O)N(CCO)C(c2ccc(Br)cc2)/C1=C(\O)c1ccccc1 (configuration not stated)	-4	-3.1	2%	-25	i	-12%	?	1%
COCCN1C=C(C(=O)OC)C(c2ccccc2C(F)(F)F)C(C(=O)OC)=C1	-8	0.3	-6%	16	i	8%	i	0%
COc1ccc(S(=O)(=O)N/N=C/c2ccc(OCCN3CCOCC3)c(OC)c2)cc1	-1	-1.5	4%	11	i	5%	-14%	-3%
CCOc1ccc(NS(=O)(=O)c2ccc3[nH]c(=O)c(=O)[nH]c3c2)cc1	-7	0.3	12%	-19	i	4%	-9%	-1%
Nc1c(C=C2C=CC(=O)C=C2)c(=O)nc2sc(CC(=O)N3CCOCC3)nn12	10	-1.0	9%	-7	i	2%	i	1%
O=C(N/N=C/C=C/c1ccccc1)c1n[nH]c2c1CCC2	-3	-1.3	0%	-9	i	2%	i	0%
Cc1ccc(CC(=O)NCc2ccc(F)cc2)cc1	-6	3.1	1%	-9	i	1%	i	2%

The last three records of the part before are carried over, then new ones follow.
Compound	DRD3 agonist	CCT modulator	EPAC2 ag	DRD3 antagonist	Akt phos inh	EPAC2 antagonist	PTHR1 agonist	MmCpn inh
Nc1c(C=C2C=CC(=O)C=C2)c(=O)nc2sc(CC(=O)N3CCOCC3)nn12	10	-1.0	9%	-7	i	2%	i	1%
O=C(N/N=C/C=C/c1ccccc1)c1n[nH]c2c1CCC2	-3	-1.3	0%	-9	i	2%	i	0%
Cc1ccc(CC(=O)NCc2ccc(F)cc2)cc1	-6	3.1	1%	-9	i	1%	i	2%
CS(=O)(=O)c1ccc([C@@H](O)[C@@H](CO)NC(=O)C(Cl)Cl)cc1	-25&14	-1.8	17%	-51*	nt	0%	4%	1%
COc1ccc(N2CCN(c3nc4ccccn4c(=O)c3/C=C(\C#N)S(=O)(=O)c3ccccc3)CC2)cc1	3	-0.9	-1%	1	i	-8%	i	-1%
CN(Cc1ccccc1)C(=S)NC(=O)c1cccs1	2	-0.2	9%	-1	i	-3%	i	-2%
COc1ccc(C)cc1NC(=O)c1cc(-c2ccccc2)nc2c1cnn2C(C)C	1	1.8	11%	33	i	3%	i	-2%
CCOC(=O)C1CCCN(C(=O)Cc2ccc(OC)c(OC)c2)C1 (configuration not stated)	-5	0.5	9%	0	i	4%	9%	1%
Brc1ccc(CNCc2cccs2)cc1	-20	0.7	-3%	-1	i	-1%	-5%	1%
COc1ccc(NC(=O)c2ccccc2O)c(OC)c1	25	-1.1	1%	-10	i	-6%	-18%[57.5 µM]	0%
CCc1ccc(N(CC(=O)NC2CC2)S(=O)(=O)c2ccc(C)cc2)cc1	-7	0.9	0%	-10	i	-8%	-19%	-26%
COc1cc(NC(=O)c2ccc(-c3cccc([N+](=O)[O-])c3)o2)ccc1NC(=O)C(C)C	0	-0.8	-12%	21	i	-1%	i	0%
O=C(NC1CCCc2c1cnn2-c1ccc(F)cc1F)c1cnccn1 (configuration not stated)	-2	1.0	-9%	3	i	-4%	-12%	0%
CCOC(=O)CCNC(=O)N1CCCC(N2CCN(c3ccc(OC)cc3)CC2)C1 (configuration not stated)	0	1.3	4%	-7	i	-8%	i	1%
